AmpC inh no detg – AmpC beta-lactamase inhibition without detergent; P00811; AID 485341; 330,000 compounds, 0.52% hits; AmpC nitrocefin hydrolysis, absorbance 480 nm, 0.0001% Triton; Potency, µM (highest dose often 57.1 µM), for the others: top-dose activity change, negative = inhibition, hits mostly inhibitors;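 further: potency means the concentration at half of the fitted maximal effect; plate controls were no compound for no effect and no enzyme for full effect; nearly all actives have a fitted effect of over 20% in size; some results filed as inactive show a strong effect at the top dose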
Target sequence (P00811 whole entry, looked up): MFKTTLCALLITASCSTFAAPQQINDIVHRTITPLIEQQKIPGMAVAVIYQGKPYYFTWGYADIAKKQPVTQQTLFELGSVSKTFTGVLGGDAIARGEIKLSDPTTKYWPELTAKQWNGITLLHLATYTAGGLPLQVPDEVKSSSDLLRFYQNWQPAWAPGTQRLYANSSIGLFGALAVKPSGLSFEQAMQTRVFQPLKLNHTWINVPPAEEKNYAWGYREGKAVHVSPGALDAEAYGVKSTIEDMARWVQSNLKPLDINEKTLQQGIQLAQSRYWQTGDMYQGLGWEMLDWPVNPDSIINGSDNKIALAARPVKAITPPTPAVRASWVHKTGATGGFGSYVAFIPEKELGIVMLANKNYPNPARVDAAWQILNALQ
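20 mM phosphate pH 7.0 + 0.01% (detergent screen) or 0.0001% Triton X-100; 5.3 nM AmpC reagent; cpd preinc 15 min RT; nitrocefin (800 uM stock) to start; A480 q20 s × 4 min; Activity was normalised to no-enzyme and no-compound control wells.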
HCMV antiviral – blocks human cytomegalovirus replication | activity change, negative = inhibition, % at 57.5 µM | 410,000 compounds, 4.5% hits | HFF cells, HCMV-luciferase reporter, 72 h; active compounds read low | AID 1259415; in the data active means activity change below about -60%; inconclusive means no clear call, values can overlap the other calls; inactive means above about -39%; further: on the % scale 0 is the no-effect control and ±100 the full control effect
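Compounds were evaluated in HFFs infected with an HCMV luciferase reporter virus (MOI 1 PFU/cell). Luciferase in lysates collected 72 h post infection served as the replication measure.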
Giardia FBPA inh – inhibitors of Giardia lamblia fructose-1,6-bisphosphate aldolase. Potency, µM (top dose mostly 59.6 µM), inactives show at the top dose activity, negative = inhibition, usual class: inhibitors. A8B2U2. AID 2451. 290,000 compounds, 0.71% hits. purified Giardia FBPA; further: potency means the concentration at half of the fitted maximal effect; on the % scale 0 is the no-effect control and ±100 the full control effect; nearly all actives have a fitted effect of over 55% in size
Target sequence (A8B2U2 whole entry, looked up): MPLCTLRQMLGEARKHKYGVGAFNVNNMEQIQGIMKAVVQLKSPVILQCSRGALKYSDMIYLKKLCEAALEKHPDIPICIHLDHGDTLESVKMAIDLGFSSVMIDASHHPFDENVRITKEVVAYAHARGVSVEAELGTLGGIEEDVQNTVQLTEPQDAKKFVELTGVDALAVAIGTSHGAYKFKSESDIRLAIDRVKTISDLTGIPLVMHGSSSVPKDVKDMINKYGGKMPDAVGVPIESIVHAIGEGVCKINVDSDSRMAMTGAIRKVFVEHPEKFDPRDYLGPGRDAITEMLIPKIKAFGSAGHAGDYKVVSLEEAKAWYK
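40 nM FBPA preincubated 10 min at RT with compound (up to 57.5 uM final), then substrate plus GAPDH/TPI/NAD/arsenate coupling and diaphorase/resazurin added. Fluorescence read after 20 min at RT, 525/598 nm.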
AMA1-RON2 inh – inhibitors of Plasmodium falciparum AMA1-RON2 interaction; AlphaScreen AMA1-biotinylated RON2 peptide binding; Potency, µM (titrated, usually from 58.2 µM), inactives show at the highest dose activity change, negative = inhibition, usual class: inhibitors; 360,000 compounds, 0.2% hits; AID 720542;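 further: potency means the concentration at half of the fitted maximal effect; 0% = vehicle wells and -100% = peptide control; nearly all actives have a fitted effect of over 45% in size; some results filed as inactive show a strong effect at the top dose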
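AMA1 (3D7) with his tag at 25 nM final met compounds first, then biotinylated RON2 peptide at 25 nM; detection used donor plus acceptor beads, 10 µg/mL apiece, read by AlphaScreen after 30 min at room temperature.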
AmpC detergent – blocks E. coli AmpC beta-lactamase in detergent assay; P00811; AmpC hydrolysis of nitrocefin, absorbance 480 nm, 0.01% Triton; Potency, µM (doses to about 114 µM), inactives show top-dose activity change, negative = inhibition, hits mostly inhibitors; 370,000 compounds, 0.041% hits; AID 485294;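 further: potency means the concentration at half of the fitted maximal effect; 0% = no-compound wells and -100% = no-enzyme wells; nearly all actives have a fitted effect of over 25% in size; some results filed as inactive show a strong effect at the top dose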
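20 mM phosphate pH 7.0 + 0.01% (detergent screen) or 0.0001% Triton X-100; 5.3 nM AmpC reagent; cpd preinc 15 min RT; nitrocefin (800 uM stock) to start; A480 q20 s × 4 min; Activity was normalised to no-enzyme and no-compound control wells.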
CHX counter – affects cycloheximide protein synthesis inhibition readout, counter-screen; cell reporter, cycloheximide protein synthesis inhibition counterscreen; max response, %; 300,000 compounds, 12% hits; AID 2314; in the data active means max response mostly above about 13%, no sharp cut-off; inactive means mostly below about 14%; further: read at 38.3 µM for the half of the compounds with a filed dose; 0% is about no effect
Shiga toxin inh – blocks Shiga toxin action in Vero cells; 290,000 compounds, 9.2% hits; Vero cells, Shiga toxin protein synthesis inhibition reporter; inhibition, % at 38.7 µM; in the data active means inhibition mostly above about 28%, no sharp cut-off; inactive means mostly below about 43%; further: 0% is about no effect
* marks the source's active call; other numbers are inactive results; ? = inconclusive; nt = not tested or not shown; & = joins results of further samples; [ ] = dose if it differs, or a comment. Unless noted, the call rests on the fitted dose curve; in most records, active means well fitted curve in the direction sought with a large enough effect; inconclusive means small, poorly fitted or top-dose-only effect, or another doubt; inactive means no such curve, though single readings can be large; an effect the other way counts as inactive or inconclusive. Rows are unselected; about 16% have a hit in one of these screens.

Structure	AmpC inh no detg	HCMV antiviral	Giardia FBPA inh	AMA1-RON2 inh	AmpC detergent	CHX counter	Shiga toxin inh
O=C(CCc1c[nH]c2ccccc12)N1CCN(c2ccc(F)cc2)CC1	-9%[2.29 µM]	27	-2%	-5%	?	-2	-5
O=C(NCCc1ccc(C(F)(F)F)cc1)C1CC(=O)N(Cc2ccccc2)C1 (stereo not given)	113%[activator]	-3	nt	-4%	-2%	nt	nt
Cc1ccc2c(Cl)cc(Cl)c(O)c2n1	nt	-75*	-6%&9%	40%[activator]	nt	-4	-6
CCOc1ccc(NC(=NCc2ccc3c(c2)OCO3)SC2CC(=O)N(c3ccc(C(=O)O)cc3)C2=O)cc1 (stereo not given)	30%	?	1%	4%	1%	0	-3
O=C(Nc1ccccc1Oc1ccccc1)c1cccs1	-23%	?	3%	11%	?	-3	-1
Cc1cc(OC(C)C(=O)NCCc2c[nH]c3ccccc23)c2c(C)cc(=O)oc2c1 (stereo not given)	91%[activator]	20	6%	-14%	-10%	-2	-2
c1coc(-c2nc(-c3ccco3)c(-c3ccco3)nc2-c2ccco2)c1	-46%	-7	?	9.5µM*	?	0	-2
CCNc1nc(NCC)n2c(SCC(=O)Nc3ccccc3C(F)(F)F)nnc2n1	-35%	-1	nt	-3%	-10%	nt	nt
COc1ccccc1N(CC(=O)Nc1ccccc1C(F)(F)F)S(=O)(=O)c1cccs1	-5%	?	nt	10%	nt	nt	nt
COc1ccc(CCNC(=O)C(=O)N/N=C/c2cccs2)cc1OC	-10%	29	0%	-7%	-8%	-1	-9
CC(C)n1cc(/C=C2/NC(=O)N(c3cccc(Cl)c3)C2=O)c2ccccc21	-46%	1	-2%	-3%	?	1	16
NC(=O)C1CCN(c2nc(-c3ccccc3C(F)(F)F)cs2)CC1	70%&0%[activator]	53	nt	nt	9%	nt	nt
COC(=O)C1CN(C(=O)COc2cc(C)c(Cl)c(C)c2)c2ccccc2O1 (stereo not given)	38%	-27	3%	-2%	2%	-1	-5
CCc1ccc(NC(=O)CSc2nc3ccccc3nc2N2CCCC2)cc1	-40%	-11	8%	55%[activator]	-5%	2	2
Cn1c(CNC(=O)c2ccc3c(c2)OCO3)nnc1SCC(=O)Nc1ccc(F)cc1	-2%	6	-2%	3%	5%	-2	-8
CC(C)C(C(=O)NC1CCCCC1)N(CC1CCCO1)C(=O)CNS(=O)(=O)c1ccc(F)cc1 (stereo not given)	29%	-5	9%	4%	4%	9	-8
Oc1ccc(CN2CCN(c3ncccn3)CC2)cc1	-1%	0	-30%	?	?	-3	-4
COc1ccc(C2CC2/C(C)=N/OC(=O)C2CC2)cc1 (stereo not given)	-6%	-19	1%	0%	3%	5	34
CC(C)CN1C(=O)c2ccc(C(=O)Nc3ccncc3)cc2C1=O	-20%	-31	1%	6%	?	1	-3
CCCOc1ccccc1NP(=O)(Oc1ccccc1)Oc1ccccc1	-23%	1	0%	16%	7%	-5	-5
Cc1noc(C)c1C(=O)OCC(=O)NCCc1ccccc1	-10%	0	nt	-4%[11.6 µM]	0%	nt	nt
COc1ccc(N2CCN(C(=O)COC(=O)CCOc3cc(C)ccc3C)CC2)cc1	17%	-19	nt	-22%	5%	nt	nt
CC(=O)N1c2ccc(S(=O)(=O)N3CCC(C(=O)NCc4ccccc4Cl)CC3)cc2CC1C (stereo not given)	22%	-4	3%	1%	-5%	9	-6
CCOc1ccc(S(=O)(=O)N/N=C2/CCCC(=O)C2)cc1	-12%	9	-3%	22%	-12%	-3	-3
COc1ccc(CCN(C)C(=O)CNC(=O)Cc2cccc3ccccc23)cc1OC	125%[activator]	16	nt	12%	3%	9	-20
O=C(Nc1ccc([N+](=O)[O-])cc1)c1ccccc1F	-14%	-6	1%	9%	-1%	39*	117*
Cc1c(C(=O)N2CCN(Cc3cccs3)CC2)oc2ccccc12	27%	-38	nt	2%	7%	nt	nt
CC(C)OCCCN1CN(S(=O)(=O)c2cccs2)c2nc3ccccc3nc21	24%	36	-3%	1%	4%	14*	44
Cc1ccccc1OCC(=O)N(Cc1cccs1)C1CCS(=O)(=O)C1 (stereo not given)	23%	-13	8%	0%	-2%	4	-12
CCOc1cc(C(=O)Nc2ccc(N3CCN(S(C)(=O)=O)CC3)cc2)cc(OCC)c1OCC	-19%	-12	4%	4%	-17%	-1	-5
N=c1oc2ccccc2cc1C(=O)Nc1cccc(F)c1	-22%	-33	0%	-3%	0%	41*	73*
CC(C)Cc1nc2c(nnn2Cc2ccccc2F)c(=O)[nH]1	-22%	-37	-1%	15%	4%	-2	-7
CCc1nnc(N/N=C/c2ccc(N3CCC(C)CC3)c([N+](=O)[O-])c2)n1N	2%	-19	7.1µM*	?	?	-3	-10
Cc1cc(C(=O)CN2C(=O)NC3(CCCCC3C)C2=O)c(C)n1Cc1cccs1 (stereo not given)	-27%	39	-1%	-12%	?	101*	75*
C=CCn1c(SCC(=O)c2ccc(F)cc2)nnc1-c1ccc2c(c1)OCO2	-24%	-32	-6%	19%	-9%	-2	-10
Cc1c(OCC(=O)NC(Cc2ccc(Cl)cc2)C(=O)O)ccc2c1oc(=O)c1ccccc12 (stereo not given)	-24%	-31	13%	8%	5%	5	2
CC(C)[C@H](NC(=O)N1CC(=O)Nc2ccccc21)C(=O)N[C@@H](Cc1c[nH]c2ccccc12)C(=O)O	-30%	-8	4%	0%	-12%	-2	-8
CCOc1ncccc1C(=O)Nc1ccc(F)cc1	0%[2.29 µM]	?	3%	1%	0%	-2	-6
CC1(C)CC(=O)C2=C(C1)OC(N)=C(C#N)C2CCc1ccccc1 (stereo not given)	-17%	-3	-9%	6%	-5%	-3	5
COc1ccc(CCNC(=O)NC2CCCCC2)cc1OC	-3%	25	0%	16%	2%	2	-8
COc1ccc(CNCCc2ccccc2F)c(OC)c1C	-9%	36	?	?	-10%	-2	-2
CCCNC(=O)c1ccc(N2CCC3(CC2)CC(c2cccc(Br)c2)=NO3)c(N)c1	99%[activator]	-18	nt	?	-13%	nt	nt
COc1ccc(CC2(CO)CCN(Cc3cnn(-c4ccccc4OC)c3)CC2)cc1	27%	-28	-1%	-4%	5%	-1	-4
COc1ccc(-c2noc(CCC(=O)N3CCN(c4ccc(C(F)(F)F)cc4)CC3)n2)cc1	-20%	60	nt	0%	nt	nt	nt
C=CCOc1nc(N2CCCC2)nc(N2CCCC2)n1	-8%	1	1%	-2%	-6%	-2	-13
O=C(NC1CCN(c2ncccn2)CC1)c1c(F)cccc1F	-32%	-8	13%	1%	3%	-8	-6
CCn1cc(CCCC(=O)NCc2cccc(OC)c2)c2ccccc21	11%	-31	7%	-6%	-2%	9	-4
O=C(Cc1ccccc1)N1CCN(S(=O)(=O)c2ccc([N+](=O)[O-])cc2)CC1	4%	0	-6%	29%	?	-3	-24
Cc1coc2cc3oc(=O)c(CCC(=O)NCc4ccccn4)c(C)c3cc12	0%	-28	9%	10%	?	5	10
CN1/C(=C\C(=O)c2oc3ccccc3c2N)C(C)(C)c2ccccc21	-20%	-36	-10%	12%	-21%	5	15

In another format: entries from further up.
Every second line gives: AmpC inh no detg, HCMV antiviral, Giardia FBPA inh, AMA1-RON2 inh, AmpC detergent, CHX counter, Shiga toxin inh
> O=C(Nc1ccc([N+](=O)[O-])cc1)c1ccccc1F
 : -14%, -6, 1%, 9%, -1%, 39*, 117*
> Cc1c(C(=O)N2CCN(Cc3cccs3)CC2)oc2ccccc12
 : 27%, -38, nt, 2%, 7%, nt, nt
> CC(C)OCCCN1CN(S(=O)(=O)c2cccs2)c2nc3ccccc3nc21
 : 24%, 36, -3%, 1%, 4%, 14*, 44
> Cc1ccccc1OCC(=O)N(Cc1cccs1)C1CCS(=O)(=O)C1 (stereo not given)
 : 23%, -13, 8%, 0%, -2%, 4, -12
> CCOc1cc(C(=O)Nc2ccc(N3CCN(S(C)(=O)=O)CC3)cc2)cc(OCC)c1OCC
 : -19%, -12, 4%, 4%, -17%, -1, -5
> N=c1oc2ccccc2cc1C(=O)Nc1cccc(F)c1
 : -22%, -33, 0%, -3%, 0%, 41*, 73*
> CC(C)Cc1nc2c(nnn2Cc2ccccc2F)c(=O)[nH]1
 : -22%, -37, -1%, 15%, 4%, -2, -7
> CCc1nnc(N/N=C/c2ccc(N3CCC(C)CC3)c([N+](=O)[O-])c2)n1N
 : 2%, -19, 7.1µM*, ?, ?, -3, -10
> Cc1cc(C(=O)CN2C(=O)NC3(CCCCC3C)C2=O)c(C)n1Cc1cccs1 (stereo not given)
 : -27%, 39, -1%, -12%, ?, 101*, 75*
> C=CCn1c(SCC(=O)c2ccc(F)cc2)nnc1-c1ccc2c(c1)OCO2
 : -24%, -32, -6%, 19%, -9%, -2, -10
> Cc1c(OCC(=O)NC(Cc2ccc(Cl)cc2)C(=O)O)ccc2c1oc(=O)c1ccccc12 (stereo not given)
 : -24%, -31, 13%, 8%, 5%, 5, 2
> CC(C)[C@H](NC(=O)N1CC(=O)Nc2ccccc21)C(=O)N[C@@H](Cc1c[nH]c2ccccc12)C(=O)O
 : -30%, -8, 4%, 0%, -12%, -2, -8
> CCOc1ncccc1C(=O)Nc1ccc(F)cc1
 : 0%[2.29 µM], ?, 3%, 1%, 0%, -2, -6

Next section
Structure	AmpC inh no detg	HCMV antiviral	Giardia FBPA inh	AMA1-RON2 inh	AmpC detergent	CHX counter	Shiga toxin inh
COc1cccc(C(=O)CSc2nnc(-c3cccs3)o2)c1	-13%	-13	0%	11%	-6%	-2	15
Cc1ccc(OC(=O)c2sc(Cl)nc2C)cc1C	-24%	?	3%	-1%	-3%	-2	25
CN(Cc1cccc([N+](=O)[O-])c1)Cc1cccc2ccccc12	-21%	?	?	-3%	-14%	0	2
COc1ccccc1C(=O)Oc1ccc(C(C)C)cc1	-4%	-20	-2%	14%	?	35*	84*
Cn1cccc1C(C#N)(CC#N)c1cccc(F)c1C#N (stereo not given)	0%	-11	3%	1%	3%	-3	-10
COC(=O)CNC(=O)Cc1c(C)n(C(=O)c2ccc(Cl)cc2)c2ccc(OC)cc12	182%[activator]	49	nt	0%	-1%	-4	-15
CCOC(=O)C1=C(Nc2cccc(Cl)c2)OCC1=O	-14%	-29	-20%	0%	-3%	-4	7
CCCc1[nH]nc2c1C(Cc1ccccc1)C(C#N)=C(N)O2 (stereo not given)	-50%	-35	-6%	2%	?	7	-4

Bioassay records as filed in PubChem.
